# Caspase-7 inhib: qHTS Assay for Allosteric/Competitive Inhibitors of Caspase-7 | P55210 | recombinant caspase-7, Ac-DEVD-AFC fluorescence rate | Potency, µM (doses to about 57.5 µM), for inactives: at the top dose activity change, negative = inhibition, most hits filed as inhibitors | 75,000 tested, 0.02% active | AID 889, 2007; active = well fitted inhibition curve with a large enough effect in the main read-out, with a control signal flat, not every such curve was filed as active; inconclusive = small, poorly fitted or top-dose-only effect, or a change in a side signal; note: potency is the fitted concentration of half-maximal effect; % of control where 0% means no effect
# Target sequence (P55210 24-198 limits assumed): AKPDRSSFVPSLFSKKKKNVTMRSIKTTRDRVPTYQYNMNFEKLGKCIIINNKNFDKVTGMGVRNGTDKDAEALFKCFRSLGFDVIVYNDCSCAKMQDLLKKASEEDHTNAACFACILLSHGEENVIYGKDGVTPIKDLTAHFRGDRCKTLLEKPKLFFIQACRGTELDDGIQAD
# Target sequence (P55210 207-303 limits assumed): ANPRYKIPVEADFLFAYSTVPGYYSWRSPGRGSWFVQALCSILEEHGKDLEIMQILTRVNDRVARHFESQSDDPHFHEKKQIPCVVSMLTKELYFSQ
# HEK293 cAMP cs: qHTS Assay for Agonists of the Thyroid Stimulating Hormone Receptor: Activators of Intracellular cAMP Concentrations in Parental HEK 293; parental HEK293 CNG cAMP sensor, membrane potential fluorescence; Potency, µM (doses to about 57.1 µM), for inactives: at the highest dose activation, usual class: activators; 73,000 tested, 2.5% active; AID 938, 2007; note: potency is the fitted concentration of half-maximal effect; % of control where 0% means no effect; nearly all actives have a fitted effect of over 55% in size
#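 Counterscreen for endogenous-receptor signalling: CNG-channel HEK 293 cells report cAMP rise by membrane depolarization. After 60 min dye equilibration with 100 uM RO 20-1724, compounds incubated 30 min before bottom-read fluorescence at 590 nm.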
# Caspase-1 inhib: qHTS Assay for Allosteric/Competitive Inhibitors of Caspase-1; P29466; Caspase-1 enzyme, Ac-WEHD-AFC fluorogenic rate; Potency, µM (highest dose often 57.5 µM), for the others: at the highest dose activity change, negative = inhibition, usual class: inhibitors; 75,000 tested, 0.03% active;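 note: potency is the fitted concentration of half-maximal effect; plate controls were vehicle for no effect and no substrate for full effect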
# Target sequence (P29466 120-297 limits assumed): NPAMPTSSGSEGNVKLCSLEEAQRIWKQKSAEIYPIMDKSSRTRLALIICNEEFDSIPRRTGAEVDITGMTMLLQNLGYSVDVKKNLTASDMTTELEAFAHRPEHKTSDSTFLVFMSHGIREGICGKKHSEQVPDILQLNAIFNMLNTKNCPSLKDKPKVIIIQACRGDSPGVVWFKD
# Target sequence (P29466 317-404 limits assumed): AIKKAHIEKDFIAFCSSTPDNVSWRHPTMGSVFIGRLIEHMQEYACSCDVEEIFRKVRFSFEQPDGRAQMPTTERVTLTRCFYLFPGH
# HADH2 inh: qHTS Assay for Inhibitors of HADH2 (Hydroxyacyl-Coenzyme A Dehydrogenase, Type II). Potency, µM (top dose mostly 57.1 µM), inactives show top-dose activity change, negative = inhibition, most hits filed as inhibitors. recombinant HADH2, NADH fluorescence, beta-hydroxybutyryl-CoA. AID 886, 2007. 3-hydroxyacyl-CoA dehydrogenase type-2 (Homo sapiens), Q99714. 73,000 tested, 3.4% active; note: potency is the fitted concentration of half-maximal effect; % is set by controls: 0 for no effect and ±100 for the full control effect; nearly all actives have a fitted effect of over 60% in size; many of its hits are not listed in these tables
# Target sequence (Q99714 whole entry, looked up, one chain of several): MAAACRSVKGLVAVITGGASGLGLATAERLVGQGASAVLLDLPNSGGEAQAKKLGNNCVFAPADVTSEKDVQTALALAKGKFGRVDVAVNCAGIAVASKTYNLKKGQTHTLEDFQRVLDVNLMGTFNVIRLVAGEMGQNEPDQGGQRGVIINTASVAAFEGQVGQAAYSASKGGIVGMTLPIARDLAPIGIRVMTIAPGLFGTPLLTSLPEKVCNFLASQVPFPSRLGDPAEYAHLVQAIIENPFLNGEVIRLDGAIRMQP
#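 Buffer 100 mM Tris-HCl pH 9.0/0.01% Tween-20; HADH2 20 nM; NAD+ 1 mM; beta-hydroxybutyryl-CoA 90 uM (all final). 15 min cpd preincubation, RT.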
# Tau fil binding: qHTS Assay for Tau Filament Binding; Microtubule-associated protein tau (Homo sapiens), P10636; recombinant tau filaments, thioflavin S fluorescence, 15 h; filaments grown with octadecylsulfate alongside compound; Potency, µM (doses to about 57.1 µM), without a hit: at the top dose activity change, negative = inhibition; 71,000 tested, 2% active; AID 596, 2007;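 note: potency is the fitted concentration of half-maximal effect; % is set by controls: 0 for no effect and ±100 for the full control effect; actives lower thioflavin S fluorescence by blocking filaments or displacing dye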
#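 His-tagged recombinant human tau (exons 2, 3, 10; 1 uM final) fibrillized with 30 uM sodium octadecylsulfate, 15 h at 37 C, in pH 7.4 HEPES buffer with 10 uM thioflavine S and 5 mM DTT. Reduced ThS fluorescence (450/510 nm) marks activity.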
# BRCT inh green: qHTS Assay for Inhibitors of BRCT-Phosphoprotein Interaction (Green Fluorophore); Breast cancer type 1 susceptibility protein (Homo sapiens), P38398; BRCA1 BRCT-phosphopeptide binding, green fluorescence polarization; Potency, µM (doses to about 76.9 µM), inactives show at the top dose activity change, negative = inhibition, hits mostly inhibitors; 75,000 tested, 0.05% active; AID 875, 2007;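 note: potency is the fitted concentration of half-maximal effect; plate controls were peptide without protein for full effect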
#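 Compounds were incubated for 12 min at room temperature with a complex of 100 nM fluorescein-tagged pBACH1 decapeptide and 250 nM His-tagged BRCT protein. Buffer was phosphate pH 7.3 with EDTA, DTT and Tween 20. Disruption of binding lowers the polarization signal.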
# Rhodamine autofl: qHTS Assay for Spectroscopic Profiling in Rhodamine Spectral Region; 59,000 tested, 0.05% active; AID 594, 2007; max dye-equivalent concentration, M; Rhodamine-region fluorescence, 547/598 nm, Tris buffer; stronger effect = higher value; in the data active = max dye-equivalent concentration above about 11 nM; inconclusive = between about 1.1 nM and that limit
#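 Read-out is relative fluorescence at 547 nm excitation and 598 nm emission, expressed as dye-equivalent concentration using rhodamine standards on every plate. Each compound was profiled across a concentration series after 15 min in 100 mM Tris, pH 8.0.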
# BRCT PPI red: qHTS Assay for Inhibitors of BRCT-Phosphoprotein Interaction (Red Fluorophore); Breast cancer type 1 susceptibility protein (Homo sapiens), P38398; BRCT-phosphopeptide binding, red fluorescence polarization; Potency, µM (top dose mostly 76.9 µM), for inactives: at the top dose activity change, negative = inhibition, actives largely listed as inhibitors; 75,000 tested, 0.03% active; note: % is set by controls: 0 for no effect and ±100 for the full control effect
#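 Rhodamine-labelled pBACH1 10-mer (100 nM) bound to BRCT domain (100 nM) at pH 7.3; compounds incubated 12 min room temperature, polarization read. Free peptide defines full inhibition; unlabelled decapeptide titrated as control.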
# USP2a inhib: qHTS Assay for Inhibitors of Ubiquitin-specific Protease USP2a. USP2a enzymatic assay, qHTS inhibition. 60,000 tested, 0.1% active. Ubiquitin carboxyl-terminal hydrolase 2 (Homo sapiens), O75604. Potency, µM (top dose mostly 38.3 µM), without a hit: top-dose activity change, negative = inhibition, usual class: inhibitors;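 note: potency is the fitted concentration of half-maximal effect; nearly all actives have a fitted effect of over 60% in size; plate controls were DMSO for no effect and NEM full inhibition control for full effect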
#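 Inhibition is measured in a cell-free coupled assay with 20 nM USP2 core, 20 nM Ub-PLA2 and 20 uM NBD C6-HPC, 2.5 h incubation. Activity normalized to NEM control.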
# ALOX15 inhib: qHTS Assay for Inhibitors of 15-hLO (15-human lipoxygenase) | Polyunsaturated fatty acid lipoxygenase ALOX15 (Homo sapiens), P16050 | purified 15hLO-1, xylenol orange hydroperoxide absorbance | Potency, µM (series often up to 57.1 µM), for inactives: at the highest dose activity change, negative = inhibition, most hits filed as inhibitors | 74,000 tested, 1.4% active | AID 887, 2007; note: potency is the fitted concentration of half-maximal effect; % is set by controls: 0 for no effect and ±100 for the full control effect; nearly all actives have a fitted effect of over 55% in size
#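 Inhibition is scored from a chromogenic endpoint. After 15 min enzyme-compound contact, arachidonic acid (50 uM final) reacts 6 min with 40 nM 15hLO-1 at room temperature, then Fe-XO reagent is added for 30 min and absorbance ratio recorded.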
# Pol III holo inh: qHTS Assay for Inhibitors of DNA Polymerase III Holoenzyme System. 71,000 tested, 0.25% active. AID 603, 2007. reconstituted DNA polymerase III holoenzyme replication, biochemical. Potency, µM (series often up to 57.1 µM), for the others: at the top dose activity change, negative = inhibition; note: potency is the fitted concentration of half-maximal effect; % is set by controls: 0 for no effect and ±100 for the full control effect
#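 Reconstituted *E. coli* holoenzyme (0.35 nM Pol III, 1 nM beta, 154 nM SSB, 2 nM primase) was preincubated with compound for 15 min at RT. Synthesis on 1.4 nM ssM13Gori ran 35 min, then was stopped with PicoGreen/EDTA and read as dsDNA fluorescence.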
# * hit, by the source's call; i = inactive; ? = inconclusive; nt = no result given; [ ] = another dose, or the depositor's remark. Unless noted, calls come from the whole dose curve; as a rule, active = well fitted curve in the direction sought with a large enough effect; inconclusive = small, poorly fitted or top-dose-only effect, or another doubt; inactive = no such curve, though single readings can be large; an effect the other way counts as inactive or inconclusive. This is a subset. The share of hits here may be higher or lower than overall.
# Every second line gives: USP2a inhib	Pol III holo inh	Caspase-7 inhib	Tau fil binding	BRCT PPI red	HEK293 cAMP cs	BRCT inh green	HADH2 inh	ALOX15 inhib	Rhodamine autofl	Caspase-1 inhib
O=C(c1cnn2c(C(F)F)cc(C3CC3)nc12)N1CCc2ccccc2C1
 : 0%	-2%	0%	-8%	-0.2%	19%	6.9%	6%	?	i	1%
O=C(CN1CCN(c2ccc(Cl)cc2)CC1)c1ccc2c(c1)OCO2
 : 13%	2%	1%	18%	-7.4%	-1%[2.29 µM]	1.9%	6%	10%	i	-3%
CN1CCN(c2ccc(Cl)cc2NC(=O)C2COc3ccccc3O2)CC1 (stereo not drawn)
 : 21%	4%	-4%	4%	-0.5%	?	0.5%	-3%	0%	i	-1%
Cc1nnc(SCC(=O)NCc2ccc3c(c2)OCO3)s1
 : -3%	0%	1%	-2%	0.9%	5%	-1.0%	-2%	6%	i	0%
COC(=O)COc1cccc(NC(=O)c2ccccc2)c1
 : -3%	-8%	0%	7%	-0.1%	3%	-2.3%	3%	-7%	i	2%
COc1ccccc1OCCSc1ncnc2nc[nH]c12
 : nt	-5%	1%	-5%	-0.9%	0%	0.4%	-7%	14%	i	-2%
CCOc1cc(S(=O)(=O)NC2CCCCCC2)ccc1F
 : -1%	-6%	-1%	-23%	-0.2%	?	-2.4%	?	-8%	i	-3%
O=C(Cn1ncc2c1-c1ccccc1OC2)N1CCc2ccccc21
 : nt	-4%	-3%	46%	-1.7%	16%	2.5%	-5%	-6%	nt	2%
O=C(Cn1nc(Cc2ccncc2)c2ccccc2c1=O)N1CCc2ccccc2C1
 : nt	4%	-3%	3%	-1.5%	14%	-0.7%	5%	-28%	nt	-5%
Cc1ccc(S(=O)(=O)Nc2cc(C(=O)NCCN3CCCC3)ccc2N2CCCCC2)cc1
 : 37%[activator]	-3%	-1%	45%	0.6%	10%	-0.1%	-3%	-22%	i	-1%
COc1ccc(NC(=O)CSc2nc(NS(=O)(=O)c3ccccc3)cc(=O)[nH]2)cc1
 : -7%	?	-24%	i	-6.5%	-5%	-4.5%	-12%	-15%	i	?
CN(Cc1ccco1)c1ncncc1-c1cccc(C#N)c1
 : -2%	0%	-3%	-4%	0.4%	18%	1.1%	-11%	6%	i	-2%
O=C1CCC(C(=O)OCc2cc(Cl)ccc2OC(F)F)N1 (stereo not drawn)
 : 5%	5%	0%	-8%	2.1%	?	-1.8%	7%	-5%	i	1%
CSCC[C@@H](C(=O)Nc1ccc2c(c1)OCCO2)N1Cc2ccccc2C1=O
 : nt	6%	-6%	-4%	0.4%	10%	-1.8%	-3%	-8%	nt	-4%
N#Cc1ccc(NC(=O)C2CC(c3ccc(F)cc3)=NO2)cc1 (stereo not drawn)
 : -5%	-1%	0%	40%	0.5%	10%	-0.8%	5%	-5%	i	2%
O=C1CCCc2nc(N3CCCCC3)sc21
 : nt	-6%	1%	-14%	0.5%	-7%	-3.0%	-12%	-11%	i	-1%
COc1ccc(N2CCN(C(=O)c3ccc(OCC4CCCO4)cc3)CC2)cc1 (stereo not drawn)
 : 8%	-6%	-1%	-11%	-1.1%	11%	-2.6%	-4%	3%	i	1%
Cn1cnnc1SCC(=O)N(Cc1ccc2c(c1)OCO2)C1(C(=O)NC2CCCCC2)CCCC1
 : 6%	-1%	2%	9%	-0.1%	6%	0.2%	7%	8%	i	-1%
CSC1=NC(NCCCO)c2c(sc3c2CC(C)(C)OC3)N1 (stereo not drawn)
 : 18%	-2%	-10%	76%	1.0%	0%	-1.3%	16%	5%	i	-11%
CC1=C2C(O)C(=O)OC3CC4C(C)(C)C(=O)C=C[C@]4(C)C(CC1)[C@@]23C (stereo partly drawn)
 : -3%	nt	1%	nt	-0.4%	nt	-0.8%[3.08 µM]	nt	?	nt	3%

# Full records from above:
# Listed for O=C(CN1CCN(c2ccc(Cl)cc2)CC1)c1ccc2c(c1)OCO2 = USP2a inhib = 13%; Pol III holo inh = 2%; Caspase-7 inhib = 1%; Tau fil binding = 18%; BRCT PPI red = -7.4%; HEK293 cAMP cs = -1%[2.29 µM]; BRCT inh green = 1.9%; HADH2 inh = 6%; ALOX15 inhib = 10%; Rhodamine autofl = i; Caspase-1 inhib = -3%
# Listed for O=C(Cn1ncc2c1-c1ccccc1OC2)N1CCc2ccccc21 = USP2a inhib = nt; Pol III holo inh = -4%; Caspase-7 inhib = -3%; Tau fil binding = 46%; BRCT PPI red = -1.7%; HEK293 cAMP cs = 16%; BRCT inh green = 2.5%; HADH2 inh = -5%; ALOX15 inhib = -6%; Rhodamine autofl = nt; Caspase-1 inhib = 2%

# The list goes on.
# Every second line gives: USP2a inhib	Pol III holo inh	Caspase-7 inhib	Tau fil binding	BRCT PPI red	HEK293 cAMP cs	BRCT inh green	HADH2 inh	ALOX15 inhib	Rhodamine autofl	Caspase-1 inhib
O=C(CSc1nc(Nc2ccccc2)nc(N2CCOCC2)n1)Nc1ccccc1Cl
 : 24%	5%	-1%	18%	1.4%	17%	-0.7%	-11%	?	i	0%
Cc1nnc(SCC(=O)N2CCN(S(=O)(=O)c3ccc(Cl)cc3)CC2)n(N)c1=O
 : 15%	2%	0%	-6%	-0.9%	1%	0.2%	-8%	2%	i	3%
CC(=O)Oc1ccc(NC(=O)Cc2ccccc2)cc1
 : -2%	4%	-1%	8%	0.3%	-1%	-3.7%	0%	0%	i	0%
CCN(CC)c1ccc(NC(=O)CC2Oc3ccccc3NC2=O)c(C)c1 (stereo not drawn)
 : nt	6%	-4%	-22%	0.1%	-1%	-3.5%	?	-16%	nt	-2%
c1ccc2c(N3CCCC3)nc(-c3ccncc3)nc2c1
 : ?	-6%	-1%	13%	-5.3%	?	2.9%	-11%	-8%	i	-1%
Cc1cc(-c2nc3ncccc3o2)ccc1NC(=O)CC(C)C
 : nt	-9%	0%	19%	0.3%	19%	1.0%	?	5%	nt	-1%
CCOC(=O)C1=C(C)NC(C)=C(C(=O)OCC)C1c1ccc(O)cc1
 : 11%	-4%	-6%	-8%	-0.2%	?	-2.7%	-29%	1%	nt	-7%
O=C(CN(CC1CCCO1)C(=O)CCC(=O)Nc1nccs1)NCC1CCCO1 (stereo not drawn)
 : -2%	3%	1%	1%	-0.9%	9%	0.2%	-2%	-8%	i	-1%
Cc1cc(Oc2ccccc2)nc(SCC(N)=O)n1
 : -7%	1%	1%	-12%	-1.3%	2%	2.9%	-17%	-2%	i	-2%
CCOC(=O)CSC1=C(C#N)C(c2ccccc2OCC)C(C(=O)OCC)C(=O)N1 (stereo not drawn)
 : 9%	-2%	0%	-8%	0.3%	-4%	-0.8%	?	-14%	i	-2%
COc1ccccc1NC(=O)c1ccc(S(=O)(=O)N2CCOCC2)cc1
 : nt	-4%	1%	-8%	-0.3%	-3%	-0.8%	19%	3%	i	0%
Cc1ccc(-c2nnc(CSc3nc(C)nc4sc(C)c(C)c34)o2)cc1
 : -1%	-4%	1%	2%	1.6%	3%	0.0%	11%	-14%	i	-1%
O=C(C1CCN(CC2CCCCC2)CC1)N1CCCC1
 : -1%	-3%	-1%	3%	-0.5%	17%	-0.5%	1%	-4%	nt	-2%
Cc1ccc2c(c1)NC(=O)C(CC(=O)Nc1ccc(CN3CCC(C)CC3)cc1)O2 (stereo not drawn)
 : nt	2%	-3%	37%	1.0%	2%	-0.8%	2%	-1%	nt	2%
COCCNC(=O)C(c1ccc(O)cc1)N(Cc1ccco1)C(=O)CCC(=O)Nc1nccs1 (stereo not drawn)
 : 2%	1%	2%	4%	-0.2%	3%	-1.0%	16%	6%	i	1%
Cc1c(C(=O)N2CCCCC2)sc(N)c1C#N
 : nt	0%	-1%	-6%	0.0%	4%	1.1%	-15%	-1%	nt	0%
Cc1cccc2cc(C#N)c(SCCN3CCCCC3)nc12
 : 25%	-28%	-1%	2%	-1.9%	?	6.2%	-20%	?	i	-2%
